High-throughput results deposited in PubChem by several laboratories.
APP 5'UTR act: activates APP 5'UTR luciferase reporter; activation, % at 2 µM; SH-SY5Y APP 5'UTR luciferase reporter, luminescence; zero percent = DMSO vehicle wells; 1% of 190,000 active;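 active = activation above a set limit, based on mean plus 3 SD of controls, cut at about 140% in these data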; note: values of inactives mirror those of a sister screen read the other way
Diaph act CS: counter-screen for diaphorase-based assays: diaphorase activators and chemical reducers; Diaphorase/resazurin coupled assay, resorufin fluorescence, 16 min; stronger effect = higher value; 1 = vehicle wells, 0 = NADH-free wells; activation factor at 20 µM; 0.005% of 190,000 active; AID 1229;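 active = diaphorase activity raised at least twofold by the compound at 20 µM; inactive = activation factor below 2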
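test system = bacterial diaphorase enzyme (C. kluyveri) | quantity = enzyme 0.07 U/mL final | reagent = NADH substrate 0.114 mM plus resazurin dye 0.1 mM, final | incubation = 16 min enzyme reaction, ambient temperature | buffer or medium = HEPES pH 7.4 buffer with MgCl2 and Tween 20 | signal = fluorescence of resorufin, 544 nm excitation, 590 nm emission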
FLuc inhib CS: counter-screen for luciferase assay inhibitors: firefly luciferase inhibition; AID 1006; ATPLite firefly luciferase biochemical luminescence, 10 min; P08659; inhibition, % at 10 µM; 1.5% of 200,000 active;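 active = inhibition above about 50% when tested at 10 µM, limit read from the data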
APP transl inh: APP translation inhibition; SH-SY5Y APP 5'UTR-luciferase reporter, luminescence; inhibition, % at 2 µM; 0.82% of 190,000 active; AID 1285;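 active = inhibition above a set limit, derived from the sample mean plus 3 SD, cut at about 45% in these data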; note: values of inactives mirror those of a sister screen read the other way
NF-kB neuron act: compounds increasing NF-kB expression in human neuronal cells; NF-kB reporter expression; stronger effect = higher value; fold change at 12.5 µM; 1.6% of 190,000 active; AID 1239; in the data active = fold change above about 3.3
STAT1 activator: STAT1 signaling activation | 2.6% of 200,000 active | activation (% of control), % at 5.5 µM | NIH 3T3 STAT1-luciferase reporter, IFN-gamma, luminescence; 100% = IFN-gamma alone, no compound;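 active = activation above the screen-wide mean activation plus 3 SD, cut at about 130% in these data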;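 note: raw ratio to IFN-gamma control signal so 100% means no change and 0% no light; values of inactives mirror those of a sister screen read the other way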
G6PDH counter: L. mesenteroides G6PDH inhibition counter-screen; inhibition, % at 5 µM; Purified L. mesenteroides G6PDH, diaphorase/resazurin coupled fluorescence, 45 min; AID 1020; 0.12% of 200,000 active; in the data active = inhibition above about 50%
Diaphorase inh: diaphorase inhibition or chemical oxidation counter-screen. diaphorase resazurin-to-resorufin fluorescence, NADH, 16 min; bacterial (C. kluyveri) enzyme, not human. inhibition, % at 20 µM. 0.69% of 190,000 active;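 active = primary screen inhibition at 20 µM above a set limit, cut at about 50% in these data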;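 note: plate controls were DMSO with full reaction for no effect and wells lacking NADH for full effect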
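Test system: Clostridium kluyveri diaphorase enzyme / Quantity: diaphorase at 0.14 U/mL in enzyme working solution / Incubation: 16-min room-temperature incubation before reading / Benchmarks: NADH-free wells as positive control, DMSO-only neutral wells / Signal: resorufin fluorescence 544/590 nm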
TLR4 MyD88 comp: TLR4-MyD88 interaction inhibition in cells. HeLa CL3-4 TLR4/MyD88 BLA complementation, FRET ratio. inhibition, % at 8.4 µM. 0.18% of 200,000 active; in the data active = inhibition above about 25%;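 note: 0% = vehicle and 100% = reference inhibitor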
Target sequence (O00206 whole entry, looked up): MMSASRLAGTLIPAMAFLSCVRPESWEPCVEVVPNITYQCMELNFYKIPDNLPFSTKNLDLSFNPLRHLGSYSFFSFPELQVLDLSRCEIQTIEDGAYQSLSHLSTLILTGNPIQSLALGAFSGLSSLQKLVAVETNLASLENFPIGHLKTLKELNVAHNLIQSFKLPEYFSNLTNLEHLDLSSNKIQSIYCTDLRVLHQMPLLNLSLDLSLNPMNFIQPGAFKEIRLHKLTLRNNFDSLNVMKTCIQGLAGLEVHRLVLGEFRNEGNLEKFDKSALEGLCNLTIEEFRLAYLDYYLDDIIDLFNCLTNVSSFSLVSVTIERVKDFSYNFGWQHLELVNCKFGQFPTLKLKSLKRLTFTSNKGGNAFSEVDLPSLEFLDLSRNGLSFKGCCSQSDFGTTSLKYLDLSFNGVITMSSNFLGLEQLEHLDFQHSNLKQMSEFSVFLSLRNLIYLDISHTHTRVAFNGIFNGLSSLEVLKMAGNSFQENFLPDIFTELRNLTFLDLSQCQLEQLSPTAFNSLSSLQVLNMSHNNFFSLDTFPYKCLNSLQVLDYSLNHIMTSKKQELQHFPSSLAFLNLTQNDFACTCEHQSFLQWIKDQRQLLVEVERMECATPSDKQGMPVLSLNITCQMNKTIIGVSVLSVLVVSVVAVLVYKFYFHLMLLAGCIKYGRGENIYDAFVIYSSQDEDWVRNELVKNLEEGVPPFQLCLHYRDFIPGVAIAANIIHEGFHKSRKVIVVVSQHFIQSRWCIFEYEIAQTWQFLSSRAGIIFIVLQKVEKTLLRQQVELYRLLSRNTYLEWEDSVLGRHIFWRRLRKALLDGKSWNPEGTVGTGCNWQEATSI
Target sequence (Q99836 whole entry, looked up): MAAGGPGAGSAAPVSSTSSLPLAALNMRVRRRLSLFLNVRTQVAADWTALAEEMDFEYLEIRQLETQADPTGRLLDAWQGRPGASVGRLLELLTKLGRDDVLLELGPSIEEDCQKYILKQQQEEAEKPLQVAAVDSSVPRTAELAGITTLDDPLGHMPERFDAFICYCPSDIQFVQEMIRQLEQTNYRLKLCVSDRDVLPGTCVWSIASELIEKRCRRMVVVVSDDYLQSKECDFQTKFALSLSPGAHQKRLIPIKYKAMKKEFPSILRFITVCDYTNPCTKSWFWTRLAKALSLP
FLuc stim CS: firefly luciferase counter-screen for stimulation assays | P08659 | 200,000 tested, under 10 active | ATPlite luciferase biochemical, luminescence, 10 min; 0 = ATP-free wells, 1 = DMSO control | activation factor at 10 µM;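 active = luciferase activation factor, scaled between plate controls, of at least 2 with compound at 10 µM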
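Material: Luciferase/luciferin reagent mix; Doses: test compounds dosed from 2 mM stocks in 100% DMSO; Schedule: 10 min incubation after luciferase reagent addition, room temperature; Measured by: luminescence from luciferase reaction; Read-out: luminescence gain marking luciferase activators.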
* hit, by the source's call; / = no result given.

no.	Molecule	APP 5'UTR act	Diaph act CS	FLuc inhib CS	APP transl inh	NF-kB neuron act	STAT1 activator	G6PDH counter	Diaphorase inh	TLR4 MyD88 comp	FLuc stim CS
1	CCCCNC(=O)NC12CC3CC(CC(C3)C1)C2	-4	0.9	0	4	0.97	95	8	8	-10	1
2	CCOC(=O)c1cccc(NC(=O)CCNS(=O)(=O)c2ccc3c(c2)CCN3C(=O)CC)c1	1	0.9	-4	-1	0.86	95	0	11	-6	1
3	O=c1c2ccccc2c(C=NCCCN2CCOCC2)c(O)n1Cc1ccc2c(c1)OCO2	-1	1.1	0	1	1.1	99	7	-5	0	1
4	CC(=O)Nc1ccc(S(=O)(=O)N2CCN(CC3CC4C=CC3C4)CC2)cc1 (centres undefined)	-3	0.7	3	3	1.1	90	19	26	-2	1
5	CN(Cc1nc2ccc(F)cc2[nH]1)Cc1c(C(=O)N(C)C)nc2ccc(Cl)cn12	-14	0.9	-2	14	1	93	0	7	-6	1
6	CCOC(=O)/C(C#N)=C/c1ccc(OCC(=O)Nc2ccccc2)c(OC)c1	/	0.9	-15	/	1.5	126	-49	10	-13	1.2
7	Cc1c(Br)c([N+](=O)[O-])nn1CC(=O)NCc1cccnc1	2	1	-2	-2	1	92	0	4	-9	1
8	Cc1ccc(NC(=O)CN(c2ccccc2)S(=O)(=O)N(C)C)cc1	2	1	1	-2	1.1	93	-1	5	-9	1
9	Cc1ccc(NC(=O)CSc2nc(N)c(-c3ccccc3)c(=O)[nH]2)cc1Cl	4	1	-1	-4	1	96	-3	-1	6	1
10	Cc1cc(SCCC(=O)O)nc2ccccc12	8	0.9	-6	-8	/	101	3	11	-11	1.1

In another format: 3 of the compounds above.
Second line of a record: APP 5'UTR act | Diaph act CS | FLuc inhib CS | APP transl inh | NF-kB neuron act | STAT1 activator | G6PDH counter | Diaphorase inh | TLR4 MyD88 comp | FLuc stim CS
[5] CN(Cc1nc2ccc(F)cc2[nH]1)Cc1c(C(=O)N(C)C)nc2ccc(Cl)cn12
  -14 | 0.9 | -2 | 14 | 1 | 93 | 0 | 7 | -6 | 1
[6] CCOC(=O)/C(C#N)=C/c1ccc(OCC(=O)Nc2ccccc2)c(OC)c1
  / | 0.9 | -15 | / | 1.5 | 126 | -49 | 10 | -13 | 1.2
[7] Cc1c(Br)c([N+](=O)[O-])nn1CC(=O)NCc1cccnc1
  2 | 1 | -2 | -2 | 1 | 92 | 0 | 4 | -9 | 1

Carrying on.
no.	Molecule	APP 5'UTR act	Diaph act CS	FLuc inhib CS	APP transl inh	NF-kB neuron act	STAT1 activator	G6PDH counter	Diaphorase inh	TLR4 MyD88 comp	FLuc stim CS
11	CC1=NNC(=O)C1CCC(=O)N/N=C(\C)c1ccccc1 (centres undefined)	-3	1	0	2	1.1	103	4	3	-5	1
12	S=C1NC2=C(C(c3ccc(Br)cc3)N1)N1CCC2CC1 (centres undefined)	-4	0.8	-7	4	0.7	96	6	21	-13	1.1
13	CCn1c(=O)cc(SCC(=O)NCCCN2CCC(C)CC2)c2ccccc21	-2	1	1	2	1.4	97	-4	4	17	1
14	O=C(OCc1cc(=O)n2c(n1)sc1ccccc12)c1ccc(O)cc1	1	0.9	2	-1	2	101	-1	13	-8	1
15	Cc1ccc(NCC(=O)N/N=C/c2c[nH]c3ccccc23)cc1	3	0.9	-3	-3	1.2	97	-6	8	6	1
16	Cc1ccc(NC(=O)C(C)N2C(=O)c3ccccc3C2=O)cc1 (centres undefined)	-11	0.8	-3	11	1.2	100	12	16	6	1
17	COc1ccc2nc(C)cc(SCC(=O)NNC(=O)COc3cccc4ccccc34)c2c1	7	1.2	-3	-7	0.93	109	-13	-23	-4	1
18	O=C(Nc1cccc(-c2cn3cccnc3n2)c1)c1ccc2c(c1)OCO2	16	0.9	13	-16	0.58	100	1	6	10	0.9
19	Cc1cc(C)c(OCC(=O)Nc2nnn(C)n2)c(Br)c1	-6	0.9	0	6	0.97	100	4	6	-2	1
20	Cc1ccc(C)c(N(CC(=O)NCCC2=CCCCC2)S(C)(=O)=O)c1	-15	1	-10	15	1	98	0	5	-11	1.1
21	CCCN=C1CC(C)(C)CC(=O)/C1=C(/O)CCCN1C(=O)c2ccccc2C1=O	-15	0.9	-2	15	1.2	98	3	6	8	1
22	CCOC(=O)N1CCC(NC(=O)Cn2cc3c(n2)CCC(C)C3)CC1 (centres undefined)	7	1.1	-1	-7	1.1	94	8	-6	-3	1
23	O=C(c1ccc(Cl)c([N+](=O)[O-])c1)N1CCN(c2ccccn2)CC1	12	0.9	-1	-12	1	107	8	6	-2	1
24	COc1ccc(Nc2oc(-c3ccc(Cl)cc3)nc2C#N)cc1	14	0.9	-3	-14	3.3*	174*	6	13	6	1
25	CC1(N2CCOCC2)CC2(O)C(=[N+]1[O-])CCc1c2no[n+]1[O-] (centres undefined)	-10	0.8	-4	10	0.99	104	16	18	-4	1
26	Cc1cccc(OCc2nc(-c3ccc(Br)o3)no2)c1	-13	0.9	0	12	1.4	104	7	11	7	1
27	COc1ccc(C(=O)N/N=c2\oc3ccccc3cc2C(N)=O)cc1	33	0.2	6	-33	0.57	120	-4	76*	-4	0.9
28	COC(=O)c1ccc(Oc2nc(N(C)C)nc(N3CCOCC3)n2)cc1	5	0.8	-1	-5	0.73	104	8	17	-3	1
29	Cc1ccc(C(c2nnnn2CCc2ccccc2)N2CCSCC2)cc1 (centres undefined)	-1	1	-1	1	0.86	104	7	2	2	1
30	O=C(Nc1cccc(CCc2ccccn2)c1)c1cc(F)c(F)cc1Cl	-22	0.9	-2	22	1	99	16	13	2	1
31	CC(=O)C1=NOC(CNc2ncc(C(F)(F)F)cc2Cl)C1 (centres undefined)	16	0.9	-7	-16	1.9	114	6	12	-6	1.1
32	CC(C)CN(C(=O)CN1CCN(c2cccc(Cl)c2)CC1)c1c(N)n(CC(C)C)c(=O)[nH]c1=O	-4	1	-8	4	0.87	95	8	-1	-14	1.1
33	CCCn1c2c(c(O)c(C(=O)Nc3ccccn3)c1=O)CCCC2	/	1	0	/	/	/	-2	4	/	1
34	CCOC(=O)c1nn(-c2ccc(OC)cc2)c(=O)c2c(N)scc12	-20	0.8	-1	20	0.86	90	-26	24	6	1
35	COc1ccc([C@H]2[C@H](C(=O)OC(C)(C)C)N3N=Cc4ccccc4C3C23C(=O)c2ccccc2C3=O)c(OC)c1 (some centres undefined)	-2	0.8	-6	2	0.47	94	0	19	4	1.1
36	O=C(NCCn1cccn1)c1ccc(OC2CCN(C(=O)C3CC3)CC2)cc1	26	0.8	-6	-26	1.3	99	18	19	-8	1.1
37	CCOC(=O)/C(C#N)=C\C1=C(N2CCCC2)CC(C)(C)OC1	8	0.9	-6	-8	1	95	-4	10	-1	1.1
38	COc1cc(C=O)ccc1OCCCOc1ccccc1C(=O)O	127	0.9	-1	-127	1.5	148*	4	12	-4	1
39	CCOc1ccc(NC(C(=O)Nc2cccc(C(C)=O)c2)c2ccccc2)cc1 (centres undefined)	-5	0.8	-7	5	0.85	97	-26	18	6	1.1
40	Cc1noc(C)c1C(=O)NCCc1ccccc1	-6	1	-1	6	1.2	113	5	-3	7	1

Some of these compounds in order of length of the SMILES, highest first.
no.	Molecule	APP 5'UTR act	Diaph act CS	FLuc inhib CS	APP transl inh	NF-kB neuron act	STAT1 activator	G6PDH counter	Diaphorase inh	TLR4 MyD88 comp	FLuc stim CS
33	CCCn1c2c(c(O)c(C(=O)Nc3ccccn3)c1=O)CCCC2	/	1	0	/	/	/	-2	4	/	1
31	CC(=O)C1=NOC(CNc2ncc(C(F)(F)F)cc2Cl)C1 (centres undefined)	16	0.9	-7	-16	1.9	114	6	12	-6	1.1
40	Cc1noc(C)c1C(=O)NCCc1ccccc1	-6	1	-1	6	1.2	113	5	-3	7	1

Exported field by field: entries from further up.
[37] CCOC(=O)/C(C#N)=C\C1=C(N2CCCC2)CC(C)(C)OC1
- APP 5'UTR act = 8
- Diaph act CS = 0.9
- FLuc inhib CS = -6
- APP transl inh = -8
- NF-kB neuron act = 1
- STAT1 activator = 95
- G6PDH counter = -4
- Diaphorase inh = 10
- TLR4 MyD88 comp = -1
- FLuc stim CS = 1.1

[34] CCOC(=O)c1nn(-c2ccc(OC)cc2)c(=O)c2c(N)scc12
- APP 5'UTR act = -20
- Diaph act CS = 0.8
- FLuc inhib CS = -1
- APP transl inh = 20
- NF-kB neuron act = 0.86
- STAT1 activator = 90
- G6PDH counter = -26
- Diaphorase inh = 24
- TLR4 MyD88 comp = 6
- FLuc stim CS = 1

Continuation:
no.	Molecule	APP 5'UTR act	Diaph act CS	FLuc inhib CS	APP transl inh	NF-kB neuron act	STAT1 activator	G6PDH counter	Diaphorase inh	TLR4 MyD88 comp	FLuc stim CS
41	Cn1c(CSc2nc3ccccc3s2)n[nH]c1=S	13	0.8	-1	-13	0.82	98	-27	19	21	1
42	Cc1ccc(CNC(=O)CNC(=S)N(Cc2ccccc2)Cc2cccnc2)cc1	-5	0.9	-4	5	1	96	-1	9	2	1
43	C=CCn1cccc(C(=O)Nc2ccc(OC)c(OC)c2)c1=O	7	1	2	-7	1.3	112	5	-1	-7	1
44	COc1ccc(CNc2nc3nc(-c4ccccc4)cc(=O)n3[nH]2)cc1OC	-2	0.8	-10	2	1.2	98	-9	16	3	1.1
45	O=C(NCc1ccccc1)C(Cc1ccccc1)NS(=O)(=O)c1cccc2nsnc12 (centres undefined)	-11	1	-6	11	0.79	99	-2	0	-10	1.1
46	CCC(Oc1ccccc1)C(=O)Nc1nnc(C(F)(F)F)s1 (centres undefined)	6	0.9	-10	-6	1.1	88	5	8	2	1.1
47	CCOC(=O)C1(CCOc2ccccc2)CCN(Cc2ccc(-n3cccn3)cc2)CC1	25	0.8	-5	-25	3.9*	92	22	16	0	1.1
48	CC(C)Cn1cnc2c1c(=O)n(CC(=O)Nc1ccc3c(c1)OCO3)c(=O)n2Cc1ccccc1	12	0.8	-4	-12	0.92	99	0	15	-13	1

Structures above shown as hits in NF-kB neuron act.
No. | molecule | APP 5'UTR act | APP transl inh | NF-kB neuron act | STAT1 activator | TLR4 MyD88 comp
24 | COc1ccc(Nc2oc(-c3ccc(Cl)cc3)nc2C#N)cc1 | 14 | -14 | 3.3* | 174* | 6
47 | CCOC(=O)C1(CCOc2ccccc2)CCN(Cc2ccc(-n3cccn3)cc2)CC1 | 25 | -25 | 3.9* | 92 | 0
